TWEAK Fn14 block: blocks TWEAK-Fn14 interaction in a reporter cell assay; TWEAK-stimulated Fn14 reporter cells, luciferase luminescence, 8 h; 2% of 360,000 active; AID 1159606; inhibition, % at 10 µM; in the data active = inhibition above about 50%
NCOA3 inh: human NCOA3 inhibition | Q9Y6Q9 | HEK293 GAL4-SRC3 luciferase reporter, luminescence | inhibition, % at 3.6 µM | 0.17% of 360,000 active | AID 588352;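 active = inhibition above a per-campaign cutoff, the mean of all compounds plus 3 SD, cut at about 60% in these data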;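 also: 0% = DMSO-treated cells and 100% = gossypol-treated cells at 36 µM; higher means less SRC3-driven luciferase light from the GAL4 reporter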
TRAIL sens C8: caspase-8 TRAIL sensitization; 1% of 360,000 active; NB7+C8 cells + TRAIL, ATPlite viability luminescence; AID 624354; inhibition (viability loss, TRAIL sensitization), % at 10 µM;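 active = compounds causing at least 50% loss of cell viability in the single-dose screen, relative to plate controls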
TROY signal inh: blocks TROY-dependent signaling in reporter cells; inhibition, % at 10 µM; Q293 LMP1-TROYcd NF-kB luciferase reporter, 4 h; AID 1347056; 0.98% of 360,000 active;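 active = compounds whose plate-normalised and pattern-corrected inhibition of the luciferase reporter signal at the single screening dose is 50% or more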
NR5A2 inv ag: NR5A2 inverse agonism in reporter assay; O00482; HEK293T StAR-luciferase reporter, LRH-1 transfected, 24 h; inhibition, % at 3.6 µM; 0.13% of 360,000 active; AID 602396;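 active = inhibition above the mean inhibition of all tested compounds plus 3 SD, cut at about 73% in these data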;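 also: 0% = DMSO wells and 100% = reporter-only cells lacking LRH-1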
Target sequence (O00482 whole entry, looked up): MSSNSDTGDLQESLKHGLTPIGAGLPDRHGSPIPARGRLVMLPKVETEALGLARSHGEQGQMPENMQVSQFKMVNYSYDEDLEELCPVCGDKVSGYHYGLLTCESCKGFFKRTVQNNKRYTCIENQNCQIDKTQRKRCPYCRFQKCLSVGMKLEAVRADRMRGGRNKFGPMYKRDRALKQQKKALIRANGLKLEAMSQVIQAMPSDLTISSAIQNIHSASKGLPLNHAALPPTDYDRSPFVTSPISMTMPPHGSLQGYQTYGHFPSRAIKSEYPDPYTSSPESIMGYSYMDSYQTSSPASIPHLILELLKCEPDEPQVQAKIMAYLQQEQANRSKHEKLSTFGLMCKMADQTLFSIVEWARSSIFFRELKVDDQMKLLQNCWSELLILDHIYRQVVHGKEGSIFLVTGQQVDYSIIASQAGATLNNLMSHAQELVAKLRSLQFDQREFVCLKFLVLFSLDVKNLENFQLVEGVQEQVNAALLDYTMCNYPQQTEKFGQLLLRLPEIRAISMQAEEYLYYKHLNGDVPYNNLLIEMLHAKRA
LMP1 NFkB inh: reduces LMP1-driven NF-kappaB luciferase signal; 0.69% of 350,000 active; inhibition, % at 12.5 µM; LMP1-induced NF-kappaB luciferase reporter cells, luminescence; in the data active = inhibition above about 41%;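 also: 0% = neutral control wells and 100% = reference inhibitor control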
Shn3 inh set2: reduces Shn3 3'UTR luciferase signal in osteoblasts | Clone20 osteoblast Shn3 3'UTR firefly luciferase, 24 h | inhibition, % at 12.5 µM | 0.52% of 360,000 active;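 active = mean inhibition of at least 75% with every replicate also reaching 75%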;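 also: 0% = median of neutral control wells and 100% = pilot-screen positive control compound; some compounds past the cut are filed as inactive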
SRC1 inh: inhibits human SRC1 coactivator | Q15788 | 0.12% of 360,000 active | HEK293 GAL4-SRC1 luciferase reporter, luminescence | inhibition, % at 3.6 µM;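 active = inhibition above the campaign mean plus 3 SD, with each screening campaign given its own cutoff, cut at about 60% in these data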;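 also: 0% = DMSO treated cells and 100% = gossypol at 36 µM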
NR2F2 inh: inhibitors of human COUP-TFII (NR2F2); 0.7% of 370,000 active; inhibition, % at 8.6 µM; HEK293T NGFI-A luciferase reporter, luminescence; AID 686940;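 active = inhibition above a per-plate cutoff, mean inhibition of test wells between control levels plus 3 SD, cut at about 38% in these data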;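 also: cells cotransfected with COUP-TFII expression vector driving the NGFI-A reporter; 0% = median of COUP-TF2 test wells and 100% = reporter-only cells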
Target sequence (P24468 whole entry, looked up): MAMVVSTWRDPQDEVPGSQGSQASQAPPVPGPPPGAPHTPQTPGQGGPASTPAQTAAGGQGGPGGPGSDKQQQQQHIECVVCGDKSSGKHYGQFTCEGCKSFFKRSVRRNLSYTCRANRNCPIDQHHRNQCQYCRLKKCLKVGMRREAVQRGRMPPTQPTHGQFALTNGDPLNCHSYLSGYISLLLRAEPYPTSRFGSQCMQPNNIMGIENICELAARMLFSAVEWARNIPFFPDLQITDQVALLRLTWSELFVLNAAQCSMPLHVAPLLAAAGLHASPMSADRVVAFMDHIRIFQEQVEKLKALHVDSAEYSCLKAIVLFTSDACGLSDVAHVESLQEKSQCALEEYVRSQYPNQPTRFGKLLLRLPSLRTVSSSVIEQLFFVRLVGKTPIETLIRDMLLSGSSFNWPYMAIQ
KKLEB cytotox: counter-screen for CF NF-kB inhibitors: cytotoxicity | KKLEB CF airway cells viability, ATPlite luminescence, overnight; active compounds read low; cells stimulated with P. aeruginosa culture filtrate | activity change (cytotoxicity), % at 5 µM | 0.36% of 360,000 active | AID 602141;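 active = corrected activity change at or below -50% at 5 µM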
CF NFkB inh: cystic fibrosis NF-kB activation inhibition | 0.86% of 360,000 active | KKLEB NF-kB-GFP reporter, PAF-induced, GFP fluorescence overnight | inhibition, % at 5 µM;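 active = at least 50% inhibition at 5 µM, scaled per plate between neutral and stimulator controls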;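 also: PAF is a Pseudomonas aeruginosa culture filtrate used as stimulus; plate controls were PAF-stimulated DMSO wells for no effect and unstimulated DMSO wells for full effect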
Numbers without * were called inactive; x = not tested or not shown. The list is partial (hit frequency here may not be typical).

cpd	Molecule	TWEAK Fn14 block	NCOA3 inh	TRAIL sens C8	TROY signal inh	NR5A2 inv ag	LMP1 NFkB inh	Shn3 inh set2	SRC1 inh	NR2F2 inh	KKLEB cytotox	CF NFkB inh
1	CCn1c(Cc2cccs2)nnc1SCC(=O)Nc1ccc(OC)c(OC)c1	3	13	-11	2	8	8	8	8	8	5	-5
2	COc1ccc(CC(=O)N/N=C(\C)c2cccc(NC(=O)C3CC3)c2)cc1	4	16	-12	-9	-1	-4	14	-4	6	-7	-5
3	Cc1nn(Cc2cccc3ccccc23)c(C)c1NC(=O)c1cccnc1	-2	-3	-10	8	5	13	1	13	11	8	9
4	CCN(CCC#N)c1ccc(N2C(=O)CCCC2=O)cc1[N+](=O)[O-]	11	1	-6	2	8	-9	10	-5	-5	-14	-17
5	COc1cccc(-c2cc(C(F)(F)F)nc(N3CCOCC3)n2)c1	12	10	8	9	8	-7	4	9	-2	-4	6
6	CC(=O)c1ccc(OCC(O)CN2CCOCC2)cc1 (stereo unspecified)	0	7	-2	-6	-8	5	-5	8	x	24	-7
7	CC(=O)c1cccc(NC(=O)CSc2ccc(-c3cccnc3)nn2)c1	-8	-18	-13	10	-16	0	7	7	19	-2	-18
8	CNC(=S)SCCOc1ccccc1	-29	14	-8	-39	-8	-2	-14	-17	23	-14	3
9	CCC(C)(C)NC(=O)CN(Cc1ccccc1)C(=O)CCC(=O)Nc1nccs1	-1	-10	8	14	17	1	3	0	-4	14	-6
10	Cc1ccc(-c2nc(SCC(=O)c3c(N)n(C4CC4)c(=O)[nH]c3=O)n[nH]2)cc1	-9	24	23	-16	-10	-5	-18	1	1	-1	6
11	CCOc1ccc(NC(=O)CSc2nnc(Cn3c(=O)sc4ccccc43)n2C)cc1	-1	4	-5	-5	8	4	0	-6	1	8	-7
12	CC(C)C(NC(=O)c1ccccc1F)C(=O)Nc1nccs1 (stereo unspecified)	-22	2	0	-16	3	-2	7	-5	-7	-3	3
13	O=C(NCc1ccccc1F)C1CCCN1C(=O)Nc1ccc(Cl)cc1 (stereo unspecified)	1	13	-10	3	-1	2	5	6	-11	4	-1
14	O=C(O)c1cccc(S(=O)(=O)N(Cc2ccccc2)c2cccc(C(F)(F)F)c2)c1	15	8	4	-5	24	-1	6	-10	1	1	4
15	CC(C)C(=O)NNC(=O)CN1CCN(c2nc(-c3ccccc3)cs2)CC1	2	12	4	-1	-2	6	-19	4	-19	-5	0
16	O=Cc1ccc([B-](F)(F)F)s1	9	-30	-9	5	5	4	-3	3	-7	10	-16
17	CC(=O)Nc1cccc(Oc2nc(NCC3CC3)nc3ccsc23)c1	11	15	3	11	6	x	16	-25	18	4	-4
18	CC(C)(C)/C(O)=C/c1nc2ccccc2oc1=O	-8	-6	-3	-13	2	-1	-16	8	8	-2	0
19	COc1ccc(/C=N/NC(=O)CNC(=O)c2ccncc2)cc1	21	0	-5	-4	4	3	-11	-1	1	2	-2
20	O=C(CCc1nc2ccccc2c(=O)[nH]1)Nc1ccc(F)cc1	-15	23	12	-21	-6	3	-33	-2	4	1	-14
21	CC(C)Cc1nnc(NC(=O)CCC(=O)N2CC(C)CC(C)C2)s1 (stereo unspecified)	2	1	-10	-6	-5	-5	12	17	-6	-5	17
22	Cc1ccc(NC(=O)C2CC(=O)N/C(=N/NC(=O)c3ccc(C)cc3)S2)cc1 (stereo unspecified)	13	16	-4	-10	2	-1	3	-2	4	-2	-14
23	CCC(=O)Nc1nc(-c2ccc3c(c2)CC(C)N3S(C)(=O)=O)cs1 (stereo unspecified)	-19	-36	-4	-12	-17	-5	-6	-29	0	-8	-26
24	O=S1(=O)CC(O)C(N2CCCCC2)C1 (stereo unspecified)	8	14	-6	-9	-5	-14	7	-29	-5	3	-7
25	COc1ccccc1C(=O)NC(=O)COC(=O)c1cnccn1	-11	-1	10	-8	10	7	-6	-5	1	-4	1
26	Cc1nc(N2CCCCCC2)c2ccccc2n1	-29	21	0	24	20	-8	17	20	31	3	-16
27	CN1C(=O)CC(C(=O)O)SC1=Nc1cccc(C(F)(F)F)c1 (stereo unspecified)	9	1	-3	-5	-3	-5	-12	-66	-17	10	10
28	COc1cccc(CCc2nnc(CCC(=O)NC(C)Cc3cccs3)o2)c1 (stereo unspecified)	0	-16	-8	-18	-8	-1	-2	-6	-22	1	3
29	CSc1nc2c(c(=O)[nH]1)C(c1ccc(C(F)(F)F)cc1)CC(=O)N2 (stereo unspecified)	-13	4	-9	-2	17	-5	17	-1	10	14	6
30	CN1CCN(S(=O)(=O)c2ccc3c4c(cccc24)C(=O)N3)CC1	9	-2	2	-4	-7	-10	5	-25	-10	-4	-5
31	CC(C)CNC(=S)NC(=O)c1ccccc1Cl	-17	-34	-19	-32	-6	-16	-48	-8	-12	-2	4
32	CC12CCC(=O)N1C(C(=O)NNC(=O)COc1ccc(Br)cc1)CS2 (stereo unspecified)	-5	-8	-7	9	-37	2	0	0	5	-3	-22
33	CCOc1cccc(NC(=O)CSc2sc3c(O)cc(=O)[nH]c3c2C#N)c1	14	2	3	-16	18	-1	-4	-26	-20	-1	-13
34	COc1ccc(CCn2c(=N)c(C(=O)NCc3ccco3)cc3c(=O)n4ccccc4nc32)cc1	-89	5	14	-14	-4	-4	1	3	0	-5	-51
35	COc1cccc(-c2cc(C(=O)N3CCN(C(c4ccccc4)c4ccccc4)CC3)no2)c1	16	-4	27	-4	-21	14	75	-13	9	-3	16
36	COC(=O)C1=C(C(=O)c2ccc(C)cc2)C(c2ccccc2)n2nnnc2N1 (stereo unspecified)	1	6	-8	-20	-9	1	-9	7	9	-12	-8
37	N=c1c(C(=O)NC2CCCC2)cc2c(=O)n3ccccc3nc2n1CC1CCCO1 (stereo unspecified)	1	-4	11	-23	9	3	2	8	-17	-4	-15
38	O=C(N/N=C\c1c[nH]c2ccccc12)c1ccc(O)cc1	22	-26	-2	-26	-6	-4	-14	-35	-2	4	-1
39	COC(=O)c1cc(NC(=O)COC(=O)CN2C(=O)C3CC=CCC3C2=O)cc(C(=O)OC)c1 (stereo unspecified)	-4	-11	-7	-3	-5	-46	-26	-9	9	16	4
40	COc1ccccc1CNC(=O)Cn1cccc1C(=O)c1ccccc1C	-21	-14	-19	-47	-47	-20	-26	-32	-36	15	-34
41	O=C(COC(=O)c1cc[n+]([O-])cc1)Nc1ccc(F)c([N+](=O)[O-])c1	9	13	-9	4	5	-6	-11	-4	0	3	10
42	CC(=O)N1c2ccc(S(=O)(=O)N3CCCC3)cc2CC1C(=O)NCc1ccc(N(C)C)cc1 (stereo unspecified)	-2	1	6	-22	-6	4	5	-2	-11	0	9
43	COc1ccccc1NC(=O)c1ccc(CN2CCOCC2)cc1	1	-11	-10	-4	1	-2	-10	-5	2	0	0
44	CN1CCN(C(=O)c2ccc3c(c2)N(Cc2ccc(F)cc2)C(=O)c2ccccc2S3=O)CC1 (stereo unspecified)	23	-6	-13	6	-14	-12	-5	5	-26	12	14
45	CCCCC(=O)N(C)c1c(CC)nc2c(OCC(=O)N3CCOCC3)cccn12	-1	-15	0	0	14	x	8	-14	9	-9	21
46	COc1cc(OC)c(OC)cc1/C=N/NC(=S)NCCN1CCOCC1	-13	-17	-6	-1	8	6	8	-1	3	-6	2
47	COCc1cc(C)nc(SCC(=O)Nc2nc(C)cs2)c1C#N	47	-106	20	39	-125	12	-39	-91	-28	2	8
48	CCOC(=O)COc1ccccc1C(=O)c1cnn(-c2ccccc2)c1	-16	-63	-9	-22	-55	-16	-45	-72	1	-4	-3
49	COc1ccc(CC(N)c2csc(NC(=O)Nc3ccccc3C(C)(C)C)n2)cc1 (stereo unspecified)	-1	1	-9	-5	-48	x	-26	8	15	-4	0
50	COc1ccc(NC(=O)c2ccc3c(c2)C(=O)N(Cc2cccnc2)C3=O)c(OC)c1	-2	14	-7	7	9	-2	16	6	13	7	-7

The results go on:
cpd	Molecule	TWEAK Fn14 block	NCOA3 inh	TRAIL sens C8	TROY signal inh	NR5A2 inv ag	LMP1 NFkB inh	Shn3 inh set2	SRC1 inh	NR2F2 inh	KKLEB cytotox	CF NFkB inh
51	CS(=O)(=O)N1CCC(C(=O)NCc2ccco2)CC1	1	-19	12	14	-20	2	-11	-2	15	0	-18
52	Cc1cc(OC(=O)c2cc(Cl)nc3ccccc23)ccc1Cl	25	18	1	-12	6	-1	-7	1	-2	11	-32
53	Cc1ccc(NC(=O)c2ccccc2)cc1-n1cnnn1	-12	3	-4	-7	0	-2	6	-7	-4	14	-10
54	O=C(NN=C1CCCCCCC1)c1ccccn1	-19	-82	-1	-78	-136	3	-31	-90	-26	-20	-5
55	Cc1cccc(Nc2ncnc3ccccc23)c1	3	-2	5	-8	-61	-1	-28	-17	0	-5	20
56	NS(=O)(=O)c1ccc(CCNC(=O)c2cc(-c3ccc(Br)cc3)nc3ccccc23)cc1	14	-7	5	3	22	2	7	-38	-16	7	-27
57	COc1ccc(C(=O)NCCCNC(=O)c2ccco2)cc1OC	11	-6	-17	4	-5	-1	4	-12	-15	5	5
58	COc1ccc(NC(=O)COc2ccc(/C=N/O)cc2OC)cc1	-10	-56	1	-26	-58	-19	-120	-53	-24	-2	12
59	Cc1cc(OCC(=O)Nc2cnn(CCCC(=O)O)c2)ccc1[N+](=O)[O-]	16	1	-23	14	18	-1	-1	-36	6	-2	-16
60	CCOC(=O)CN1C(=N)N(c2nc(NC(C)C)nc(NC(C)C)n2)CC1=O	0	10	-23	-3	1	3	5	14	15	-2	14

Screens (PubChem)
